From PubChem
CD11b adhes enh = CD11b/CD18-fibrinogen binding enhancement; activation, % at 10 µM; K562 CD11b/CD18 adhesion to fibrinogen, ATPlite luminescence; 0.07% of 93,000 active; P05107+P11215;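 active = 10 µM primary screen giving 50% or more activity, confirmed by 40% or more on retest at that dose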; note: strong numbers were not always called active; reference of the scale not given here
CYP2C19 inh = inhibitors of human CYP2C19; P33261; 21% of 96,000 active; AID 778; CYP2C19 Supersomes, luciferin-H EGE luminescence, 30 min; inhibition, % at 5 µM;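 active = CYP2C19 inhibition above a set limit at 5 µM in the primary screen, cut at about 50% in these data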;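 note: plate controls were negative control wells for no effect and 2.5 mM tranylcypromine positive control for full effect; values of inactives mirror those of a sister screen read the other way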
Target sequence (P33261 whole entry, looked up): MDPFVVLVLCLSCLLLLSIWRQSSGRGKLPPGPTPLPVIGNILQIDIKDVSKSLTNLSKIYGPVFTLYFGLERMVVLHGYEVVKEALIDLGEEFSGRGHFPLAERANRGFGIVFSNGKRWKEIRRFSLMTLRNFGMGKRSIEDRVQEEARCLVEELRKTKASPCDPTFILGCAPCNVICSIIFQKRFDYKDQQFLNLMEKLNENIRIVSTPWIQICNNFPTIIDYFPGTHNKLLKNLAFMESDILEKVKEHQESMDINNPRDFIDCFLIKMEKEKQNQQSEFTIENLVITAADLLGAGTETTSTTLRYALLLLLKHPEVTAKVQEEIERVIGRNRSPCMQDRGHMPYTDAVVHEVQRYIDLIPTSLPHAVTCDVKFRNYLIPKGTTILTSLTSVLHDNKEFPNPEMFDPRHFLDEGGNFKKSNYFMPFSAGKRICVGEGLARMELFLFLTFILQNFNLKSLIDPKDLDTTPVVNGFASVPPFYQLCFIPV
CYP2C9 activ = increases human cytochrome P450 2C9 activity. P11712. recombinant CYP2C9, luciferin-H conversion, luminescence; active compounds read high; factor 1 = untreated enzyme, 0 = blocked. activation factor at 5 µM. 1.4% of 96,000 active. AID 1024;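 active = activation factor of 2 or more for CYP2C9 at a 5 µM dose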;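 note: 0 = sulfaphenazole-blocked wells and 1 = vehicle-only wells; values of inactives mirror those of a sister screen read the other way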
Target sequence (P11712 whole entry, looked up): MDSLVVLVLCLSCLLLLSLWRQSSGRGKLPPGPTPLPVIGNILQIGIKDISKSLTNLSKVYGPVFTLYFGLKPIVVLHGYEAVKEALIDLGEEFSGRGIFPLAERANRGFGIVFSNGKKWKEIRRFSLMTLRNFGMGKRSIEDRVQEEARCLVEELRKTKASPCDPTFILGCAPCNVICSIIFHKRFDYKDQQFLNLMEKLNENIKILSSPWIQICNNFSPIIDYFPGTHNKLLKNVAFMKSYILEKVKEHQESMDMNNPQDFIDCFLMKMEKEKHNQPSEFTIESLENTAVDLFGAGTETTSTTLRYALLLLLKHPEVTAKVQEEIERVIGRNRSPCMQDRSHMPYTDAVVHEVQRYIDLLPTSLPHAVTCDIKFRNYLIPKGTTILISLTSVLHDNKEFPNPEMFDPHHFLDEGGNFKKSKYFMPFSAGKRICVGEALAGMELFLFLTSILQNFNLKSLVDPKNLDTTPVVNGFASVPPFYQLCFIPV
Mac1 fbg inh = blocks human CD11b/CD18 adhesion to fibrinogen. 0.54% of 93,000 active. K562 CD11b/CD18 adhesion to fibrinogen, ATPlite luminescence; Mn2+ added to activate the integrin. inhibition, % at 10 µM. P05107+P11215;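 active = primary inhibition of 50% or more at 10 µM, then 40% or more on retest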; note: some results filed as inactive read as strong as hits
CYP2C9 inhib = inhibitors of human CYP2C9 | CYP2C9 Supersomes, luciferin-H conversion, luminescence | inhibition, % at 5 µM | 20% of 96,000 active;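 active = blocking of liver enzyme CYP2C9 beyond about 50% at 5 µM, limit read from the data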; note: values of inactives mirror those of a sister screen read the other way
MT1-MMP txn act = MT1-MMP promoter transcription activation. HT1080 MT1-MMP promoter luciferase reporter, luminescence, overnight; active compounds read high. activation factor at 10 µM. 0.16% of 86,000 active;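 active = activation factor of at least 2 for MT1-MMP transcription at 10 µM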
PLAP activator = activators of human placental alkaline phosphatase | P05187 | purified PLAP enzyme, luminescent substrate read-out; active compounds read high | activation fold at 20 µM | 1.2% of 96,000 active; in the data active = activation fold above about 2
CYP2C19 activ = cytochrome P450 2C19 (human) activation. P33261. recombinant CYP2C19, luciferin-H EGE luminescence; active compounds read high; 0 = fully inhibited enzyme, 1 = untreated enzyme. activation factor at 5 µM. 96,000 tested, under 10 active;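 active = activation factor of at least 2 at 5 µM in the primary screen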;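 note: 0 = wells with 2.5 mM tranylcypromine and 1 = vehicle-only wells; values of inactives mirror those of a sister screen read the other way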
PTK2B oligo ant = Pyk2 (human) oligomerization antagonism | Q293 cells, Pyk2 FERM NanoBiT luminescence; active compounds read low | z-score (the deposit names both 25 µM and 10 µM) | 0.83% of 99,000 active | AID 1347419;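 active = Z-score of -3 or lower, scaled per plate to the spread of control and sample wells; inactive = z-score above -3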;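 note: negative z-score means lost luminescence so less FERM oligomerization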
Starred values were filed as active, the others as inactive; nt = no result given.

SMILES	CD11b adhes enh	CYP2C19 inh	CYP2C9 activ	Mac1 fbg inh	CYP2C9 inhib	MT1-MMP txn act	PLAP activator	CYP2C19 activ	PTK2B oligo ant
Cc1ccc(OCc2nc(-c3ccccn3)no2)cc1	0	41	0.7	-23	32	0.9	0.9	0.6	0.15
O=C(Nc1cccnc1Cl)C1c2ccccc2Oc2ccccc21	nt	70*	0.5	nt	48	1	0.9	0.3	-0.55
CCNC(=S)N/N=C/c1cc(Br)cc(Br)c1OC	-4	2	0.8	1	17	nt	0.9	1	-0.13
O=C(NCC1CCCO1)/C(=C\c1ccco1)NC(=O)c1ccccc1 (centres undefined)	3	-12	1.2	5	-19	nt	1.1	1.1	1.5
CC(=O)Nc1cc(-c2nn3c(C)nnc3s2)ccc1C	-1	6	1.2	-4	-19	1.1	1	0.9	nt
COC(=O)CSC(C(=O)Nc1ccc(C)c(C)c1)c1ccccc1 (centres undefined)	-1	92*	0.4	-9	60*	nt	0.9	0.1	-0.65
O=C(c1ccc2c(c1)OCCO2)N(c1ccccn1)C1CCCCC1	-1	26	0.5	-11	52*	1.1	1.2	0.7	-0.58
CCCCCCCc1nc2c(=O)n(C)c3ccccc3c2o1	0	28	0.8	-4	18	1.1	0.9	0.7	1.6
COc1ccc2oc(=O)cc(C)c2c1	1	-9	1.2	0	-16	1	1	1.1	1.3
Cc1cc(Cl)c(S(=O)(=O)Nc2ccc3c(c2)OCO3)cc1OCC(=O)NC1CCCCC1	0	79*	0.4	-55	62*	1.1	1.7	0.2	-1.4
CCc1nnc(NC(=O)CSc2ncnc3c2oc2ccccc23)s1	11	25	0.2	3	77*	1.1	1.3	0.7	nt
CCn1c(-c2ccc(-c3ccccc3)cc2)c[nH]c1=S	3	81*	0.8	5	19	nt	0.9	0.2	-0.75
Cc1nn(-c2ccccc2)c(C)c1NC(=O)c1cccs1	-4	37	0.8	-2	18	nt	1.1	0.6	-0.94
O=C1c2ccccc2C(=Nc2ccccc2)C1c1cccc(Br)c1 (centres undefined)	nt	-6	1	nt	-1	nt	0.8	1.1	-2.4
CCN(CC(=O)NCCc1ccc(S(N)(=O)=O)cc1)Cc1nc2cc(OC)c(OC)cc2c(=O)[nH]1	-8	-1	1.2	16	-19	nt	2.9*	1	-1.3
COc1ccc(C(=O)NCCn2cc(SCC(=O)N3CCOCC3)c3ccccc32)cc1	nt	14	0.8	nt	24	1.3	1.2	0.9	-0.56
CC(OC(=O)c1ccc2ccccc2n1)C(=O)Nc1ccc(N2CCOCC2)cc1 (centres undefined)	3	4	0.9	-20	13	1.2	0.8	1	0.69
Cc1cccc(NC(=O)N2CCCC2C(=O)NCc2cccs2)c1 (centres undefined)	-1	45	0.9	7	10	nt	0.9	0.5	-0.58
C/C(Cl)=C/Cn1c(SC(C)C)nc2c1c(=O)[nH]c(=O)n2C	15	22	1.1	-5	-7	1.2	1.3	0.8	0.36
O=c1ccc(-c2ccccc2)n[nH]1	-4	0	1	-1	-1	0.9	0.9	1	0.68
Cc1ccc(NS(=O)(=O)c2ccc(CCC(=O)N3CCOCC3)cc2)cc1	-4	19	0.9	6	12	1	1.2	0.8	0.72
O=C(OCCN1CCN(c2ncc(C(F)(F)F)cc2Cl)CC1)c1ccc(Cl)cc1	-10	14	0.3	95	67*	nt	1.6	0.9	0.66
COCCCNC(=O)CSC1=Nc2ccccc2C2=NC(CC(=O)NCc3ccccc3)C(=O)N12 (centres undefined)	0	4	0.8	0	22	1.3	1	1	0.36
Cc1[nH]n(-c2ccccc2)c(=O)c1/C=N/n1c(C)nc2ccccc2c1=O	nt	-12	0.8	nt	18	1.1	1.2	1.1	-0.19
CCC(CC)C(=O)Nc1cc(C(=O)OC)cc(C(=O)OC)c1	-8	1	0.9	-4	9	1	1.1	1	-1.4
CCOc1ccc(NS(=O)(=O)c2ccc3[nH]c(=O)oc3c2)cc1	1	88*	0.1	-2	87*	1	1	0.1	nt
CCNS(=O)(=O)c1ccc(NC(=O)Nc2cccc(OC)c2)cc1	0	25	0.4	2	60*	1.5	1.1	0.7	-1
CC1(C)Cc2[nH]c(=O)c(C#N)cc2CS1	-1	-5	1.1	-6	-12	1.1	0.9	1.1	-0.01
O=C(Oc1ccc(-c2nc(-c3ccccn3)no2)cc1)c1ccccc1	28	100*	0.1	21	87*	nt	0.9	0	-0.01
C=CCn1c(SCC(=O)Nc2ccccc2)nnc1-c1cccc(S(=O)(=O)N2CCOCC2)c1	6	66*	0.5	0	55*	1.3	1.6	0.3	-0.24

Printed as active in PLAP activator, of those listed so far:
SMILES	CD11b adhes enh	CYP2C19 inh	CYP2C9 activ	Mac1 fbg inh	CYP2C9 inhib	MT1-MMP txn act	PLAP activator	CYP2C19 activ	PTK2B oligo ant
CCN(CC(=O)NCCc1ccc(S(N)(=O)=O)cc1)Cc1nc2cc(OC)c(OC)cc2c(=O)[nH]1	-8	-1	1.2	16	-19	nt	2.9*	1	-1.3

Carrying on.
SMILES	CD11b adhes enh	CYP2C19 inh	CYP2C9 activ	Mac1 fbg inh	CYP2C9 inhib	MT1-MMP txn act	PLAP activator	CYP2C19 activ	PTK2B oligo ant
CCOc1ccc(OCCSc2nc3ccccc3c(=O)[nH]2)cc1	-3	-4	1	-11	1	1.3	1	1	0.67
COc1ccc(C(=O)NC2(C(F)(F)F)C(=O)Nc3c2c(=O)[nH]c(=O)n3CCc2ccc(OC)c(OC)c2)cc1 (centres undefined)	nt	8	0.9	nt	9	1	0.9	0.9	0.79
Cc1ccc2nc(S(=O)(=O)O)[nH]c2c1	-1	-14	1.1	-8	-12	1.1	0.9	1.1	0.35
CCCCCCCCCCNC(=O)C(=O)Nc1ccccn1	1	55*	1	9	1	nt	0.8	0.4	0.15
COc1ccccc1-n1c(SCC(=O)Nc2ccc(F)cc2)nc2c(c1=O)SCC2	6	28	0.6	-2	36	1.1	1.2	0.7	nt
Cc1cc(N2C(=O)C(=O)/C(=C(/O)c3ccc(Cl)cc3)C2c2cccc(Br)c2)no1 (centres undefined)	-5	-6	0.4	37	61*	1	1.2	1.1	-2.7
CC1CC(O)(Cc2ccccc2)C(C)CN1C (centres undefined)	-3	-3	1.1	4	-14	nt	0.8	1	-0.49
CC(=O)Nc1cc(S(=O)(=O)Nc2ccccc2C)c(C)cc1C	nt	51*	1.3	nt	-32	nt	1	0.5	-0.27
O=C(Nn1cc(C(=O)N2CCN(c3ccccc3F)CC2)c2ccccc2c1=O)c1cnccn1	2	10	0.8	11	21	1.1	1.6	0.9	0.99
CC(O)CNc1nc2c(c(=O)n(C)c(=O)n2C)n1C/C=C/c1ccccc1 (centres undefined)	-3	50	0.9	16	15	0.8	1.2	0.5	0.11
Cc1ccc(S(=O)(=O)C2(C(=O)Nc3cccc(F)c3)CC2)cc1	0	95*	0.6	-16	39	1	0.8	0	nt
C=C(C)c1cccc(C(C)(C)NC(=O)Nc2cc(C)ccc2OC)c1	5	32	0.8	-6	22	nt	0.9	0.7	-1.1
COc1ccc(CCNC2CC(C)N(C)CC2C)cc1OC (centres undefined)	-3	8	0.5	-27	50	1.3	1.3	0.9	0.32
CCOc1ccc(-c2nnc3sc(COc4ccc(Cl)cc4)nn23)cc1	0	18	1.1	8	-7	1.1	0.9	0.8	0.89
C=CCc1c(C)nc(C)nc1N/N=C/c1ccccc1O	-1	29	0.6	-11	40	1.1	2.5*	0.7	0.01

Molecules above that have a CF3 group (2):
SMILES	CD11b adhes enh	CYP2C19 inh	CYP2C9 activ	Mac1 fbg inh	CYP2C9 inhib	MT1-MMP txn act	PLAP activator	CYP2C19 activ	PTK2B oligo ant
O=C(OCCN1CCN(c2ncc(C(F)(F)F)cc2Cl)CC1)c1ccc(Cl)cc1	-10	14	0.3	95	67*	nt	1.6	0.9	0.66
COc1ccc(C(=O)NC2(C(F)(F)F)C(=O)Nc3c2c(=O)[nH]c(=O)n3CCc2ccc(OC)c(OC)c2)cc1 (centres undefined)	nt	8	0.9	nt	9	1	0.9	0.9	0.79

(further entries)
SMILES	CD11b adhes enh	CYP2C19 inh	CYP2C9 activ	Mac1 fbg inh	CYP2C9 inhib	MT1-MMP txn act	PLAP activator	CYP2C19 activ	PTK2B oligo ant
Cc1ccc(SCCNC(=S)Nc2ccc(C)c(C)c2)cc1	nt	44	0.7	nt	29	1.2	0.7	0.6	-0.28
Cc1ccc(-c2nc(CS(=O)CC(=O)NCCC(C)C)c(C)o2)cc1 (centres undefined)	1	49	0.3	-18	68*	1.1	1.6	0.5	nt
Cc1nc(CS(=O)(=O)c2ccccc2)cc(Sc2ccc(Cl)cc2Cl)n1	2	32	0.5	-2	50*	nt	1.2	0.7	-0.4
O=C(NCCCN1CCN(c2ccccc2)CC1)Nc1ccccc1C(F)(F)F	-1	-3	0.8	-43	16	nt	1.7	1	1.1
Cn1sc(NC(=O)c2cccc(Cl)c2)nc1=O	-4	-3	0.9	-7	6	nt	0.9	1	-1.1
CCOC(=O)N1CCN(C(=O)C2CCCN(S(=O)(=O)c3cccnc3)C2)CC1 (centres undefined)	3	-5	1	-7	-2	1.1	0.9	1.1	nt
O=C(NCC1CCCO1)C1CC(c2ccccc2Cl)=NO1 (centres undefined)	1	56*	4.2*	-11	-318	1.3	1	0.4	-0.58
CCOC(=O)N1CCC(NC(=O)CCc2c(C)nc3ncnn3c2C)CC1	nt	3	0.8	nt	24	1.1	0.9	1	0.36
CCOc1cc2[nH]c(=S)n(CC3CCCO3)c(=O)c2cc1OCC (centres undefined)	3	28	0.5	7	47	1	1.7	0.7	-1.2
Clc1ccc(-c2noc(CN3CCCC3)n2)cc1	-8	55*	1	2	4	1.4	1.1	0.4	0.32
O=C(CCCc1c[nH]c2ccccc12)N1CCOCC1	1	67*	1.3	-3	-28	1.2	1.2	0.3	0.99
COc1ccc(-c2nc(CCNC(=O)c3ccco3)cs2)cc1OC	5	33	0.5	8	54*	1	1.2	0.7	nt
O=S(=O)(Cc1ccccc1)NCC1CCCO1 (centres undefined)	-3	8	1.1	-1	-8	1.1	0.9	0.9	0.35
O=C(O)CCSc1nnnn1-c1ccccc1	-10	-14	1.1	-3	-14	1	1.1	1.1	0.28
CCc1cccc(NS(=O)(=O)c2ccc3c(c2)oc(=O)n3C)c1	nt	70*	1.1	nt	-11	1.2	1	0.3	-0.38
CCOC(=O)C1CCN(C(C(=O)Nc2ccc3c(c2)OCCO3)c2ccccc2)CC1 (centres undefined)	nt	13	0.1	nt	89*	1.2	1.4	0.9	-0.55
Cc1cc(NC(=O)CCCC(=O)Nc2ccc(F)cc2)no1	0	46	0.6	-44	37	1.1	1	0.5	-0.03
Cc1csc(NC(=O)CSc2nnc(-c3ccc(S(=O)(=O)N4CCCC4)cc3)o2)n1	-2	31	0.4	-2	61*	1.2	1.3	0.7	0.06
CC(C)c1cccc(C(C)C)c1OCCCCN1CCCC1	-5	0	1	-30	-2	1	0.9	1	-0.51
CCCCNC(=O)CN1C(=O)NC2(CCCc3ccccc32)C1=O (centres undefined)	0	-6	0.3	-7	68*	1.3	1	1.1	1
Cc1cc(C)c2c(c1)c(C)cc1nnc(SCC(=O)c3cccs3)n12	-6	-1	1.3	-5	-29	nt	1	1	-0.08
CC(C)[C@@H]1N[C@]2(C(=O)Nc3ccccc32)[C@@H]2C(=O)N(c3cccc(C(F)(F)F)c3)C(=O)[C@@H]21	5	33	0.8	4	21	1	1.3	0.7	-0.69
CCOc1ccc(NC(=O)CCC(=O)O)cc1	0	0	1.5	-1	-46	1	1.1	1	0
COc1ccc2ccccc2c1C(O)c1nccn1C (centres undefined)	1	28	0.6	-10	41	1.2	2*	0.7	-0.38
CCNC(=O)CN(c1ccc(Cl)cc1)S(=O)(=O)c1ccccc1	-2	96*	0.4	-12	63*	1.2	1.4	0	-0.43
Cc1cc(NC(=O)c2cnccn2)no1	-1	0	1	-9	-3	1.3	1.2	1	nt
FC(F)(F)c1cccc(N2CCN(Cc3cccnc3)CC2)c1	1	96*	0.2	-6	81*	1.3	1.2	0	0.97
O=c1cc(CSc2ccc(S(=O)(=O)N3CCCCC3)cn2)nc2sccn12	3	66*	0.2	6	80*	1	1.5	0.3	0
COc1ccc2[nH]cc(C(O)CN3CCC(C(N)=O)CC3)c2c1 (centres undefined)	-4	-8	1	-6	2	nt	1	1.1	-0.73
